TMEM16A act – activators or potentiators of mouse TMEM16A chloride channel | Q8BHY3 | B-score at 10 µM | HEK293 TMEM16A/YFP-H148Q/I152L, iodide quench fluorescence; stronger effect = lower value | hit rate 0.3% among 340,000;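 active = fluorescence-ratio B-score plate-corrected deviation score at least 3 library SD below zero, with starting fluorescence score within 5 deviations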;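 note: channel opened by trigger with iodide after compound preincubation; score built on the fluorescence ratio of max minus min over baseline; more negative score means more quench and so TMEM16A activation or potentiation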
KCNK3 block – human KCNK3 channel inhibition, primary screen; O14649; CHO-KCNK3 thallium flux, FluxOR fluorescence; stronger effect = lower value; B-score at 10 µM; hit rate 0.84% among 340,000; AID 602410;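 active = B-score under library mean minus 4 SD, starting fluorescence ratio at most library mean plus 5 SD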;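 note: more negative B-score means stronger inhibition of thallium flux through KCNK3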
KCNQ1 act – human KCNQ1 channel potentiation or activation; B-score at 10 µM; CHO-K1 KCNQ1, thallium flux FluxOR fluorescence; stronger effect = higher value; P51787; hit rate 0.35% among 310,000;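 active = fluorescence ratio B-score, a plate-corrected score, at least three library SD, with initial intensity B-score within 5 SD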
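System: Stable KCNQ1 CHO-K1 line | Incubation: 90 min dye loading and 20 min compound exposure, both at room temperature | Measure: Ratio B score | Medium: Assay buffer for compound exposure, DMSO matched across wells | Compound dosing: Single-concentration screen | Probe or stimulus: K+/Tl+ depolarizing stimulus | Measured by: Kinetic FluxOR fluorescence, 10 s baseline plus 110 s post-stimulus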
TRPC4 agonist – opens the mouse TRPC4 cation channel; HEK293 TRPC4beta/mu-opioid, Fluo4 calcium fluorescence; stronger effect = higher value; B-score at 10 µM; hit rate 0.49% among 310,000; Q9QUQ5;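 active = B-score above 5 SD of library B-scores, and initial fluorescence ratio not above library mean plus 5 SD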;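 note: positive B-score marks a calcium rise read as TRPC4 activation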
Target sequence (Q9QUQ5 whole entry, looked up): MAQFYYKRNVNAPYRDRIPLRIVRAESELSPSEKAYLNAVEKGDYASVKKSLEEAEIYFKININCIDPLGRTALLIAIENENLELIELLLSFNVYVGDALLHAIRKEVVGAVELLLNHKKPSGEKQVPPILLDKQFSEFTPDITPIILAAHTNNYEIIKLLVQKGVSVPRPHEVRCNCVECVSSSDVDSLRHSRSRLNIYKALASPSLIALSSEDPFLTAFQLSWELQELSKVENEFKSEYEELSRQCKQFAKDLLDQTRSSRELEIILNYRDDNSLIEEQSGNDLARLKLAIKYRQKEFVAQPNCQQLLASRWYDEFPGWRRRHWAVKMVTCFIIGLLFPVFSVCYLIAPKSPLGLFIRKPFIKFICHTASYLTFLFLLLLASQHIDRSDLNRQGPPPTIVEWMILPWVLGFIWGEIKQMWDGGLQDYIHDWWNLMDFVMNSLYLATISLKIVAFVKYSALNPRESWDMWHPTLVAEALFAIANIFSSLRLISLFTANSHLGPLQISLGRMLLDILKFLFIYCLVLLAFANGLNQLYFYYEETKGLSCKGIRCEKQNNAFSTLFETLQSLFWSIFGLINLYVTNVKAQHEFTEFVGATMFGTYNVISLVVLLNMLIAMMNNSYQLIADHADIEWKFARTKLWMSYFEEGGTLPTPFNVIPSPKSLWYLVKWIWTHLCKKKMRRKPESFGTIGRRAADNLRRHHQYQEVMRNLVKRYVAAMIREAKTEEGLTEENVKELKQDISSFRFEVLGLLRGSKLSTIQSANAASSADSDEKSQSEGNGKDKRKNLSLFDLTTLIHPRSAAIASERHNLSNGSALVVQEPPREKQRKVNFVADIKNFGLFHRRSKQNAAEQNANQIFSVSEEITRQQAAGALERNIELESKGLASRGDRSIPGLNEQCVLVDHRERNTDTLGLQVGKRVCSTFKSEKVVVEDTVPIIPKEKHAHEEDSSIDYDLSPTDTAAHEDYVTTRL
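Incubation: 45 min room-temperature Fluo4 loading, 110 s read / System: HEK293 cells stably co-expressing mouse TRPC4beta and mu-opioid receptor / Signal: Fluo4 fluorescence, kinetic / Control set: buffer (low) and maximal DAMGO (high) / Measure: integrated baseline-normalised fluorescence ratio, converted to per-well B score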
KCNK9 inh – inhibitors of human KCNK9 two-pore domain potassium channel; Q9NPC2; HEK293 KCNK9, FluxOR thallium flux fluorescence; stronger effect = lower value; B-score at 10 µM; hit rate 1.2% among 310,000;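 active = ratio B-score over 3 SD below the library mean, with starting fluorescence within 5 SD of its mean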;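 note: negative B-score means less thallium flux so channel inhibition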
Dyrk1A ADPGlo – inhibitors of rat Dyrk1A kinase | Q63470 | ADP-Glo luminescence, NFATc1 peptide | inhibition, % at 12.5 µM | hit rate 0.43% among 310,000; in the data active = inhibition above about 50%;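 note: plate controls were vehicle with enzyme for no effect and no enzyme for full effect; many of its hits are not listed in these tables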
KCNQ1 block – inhibitors of human KCNQ1 potassium channel; CHO-K1 KCNQ1, FluxOR thallium flux fluorescence; stronger effect = higher value; B-score at 10 µM; hit rate 1.3% among 310,000;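 active = compounds whose thallium flux B-score, printed positive for inhibition, exceeds three library SD while starting fluorescence stays within three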;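 note: channel opened by potassium depolarization with thallium stimulus after 20 min compound exposure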
HDAC3 inh – inhibitors of human histone deacetylase 3 | O15379 | AID 2718 | hit rate 0.15% among 320,000 | recombinant HDAC3, fluorogenic peptide/trypsin coupled, fluorescence | inhibition, % at 8.3 µM; in the data active = inhibition above about 26%, passing the limit was not always enough; inconclusive = no clear call, values can overlap the other calls
TRPC4 PAM – allosteric potentiators of mouse TRPC4 channel; HEK293 TRPC4beta/mu-opioid, DAMGO EC20, Fluo-4 Ca2+ flux; stronger effect = higher value; B-score at 10 µM; hit rate 0.42% among 310,000; AID 2227;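 active = B-score of calcium response area above 5 SD of library B-scores, with initial fluorescence ratio within 5 SD of library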;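 note: B-score of integrated fluorescence ratio over time as area under calcium response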
hERG protect – compounds protecting human hERG from proarrhythmic drug block; Q12809; CHO-hERG, FluxOR thallium flux, dofetilide IC70 present; activation (rescue from dofetilide block), less the hit threshold, % at 10 µM; hit rate 0.51% among 310,000;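 active = activation above the mean of controls blocked by dofetilide plus 5 SD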;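 note: thallium influx through hERG after potassium depolarization seen as dye fluorescence rise; in these data hits start at about 4.7%; inactives centre near -7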
ANO1 block – mouse TMEM16A channel inhibition, primary screen | Q8BHY3 | hit rate 1.2% among 310,000 | HEK293 TMEM16A/YFP iodide influx fluorescence, ionomycin | normalized B-score (activity score, 25-100; higher = stronger inhibition) at 10 µM;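 active = ratio plate-corrected score three or more library SD toward inhibition, starting fluorescence score within five deviations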;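 note: score derived from kinetic fluorescence span divided by baseline fluorescence per well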
The depositor's hits bear a star; i = inactive; ? = inconclusive; nt = no result given. These rows are one share of the data, so the mix of outcomes need not match the whole.

SMILES	TMEM16A act	KCNK3 block	KCNQ1 act	TRPC4 agonist	KCNK9 inh	Dyrk1A ADPGlo	KCNQ1 block	HDAC3 inh	TRPC4 PAM	hERG protect	ANO1 block
O=C(CSc1ccc(-c2cccc([N+](=O)[O-])c2)nn1)N1CCCCC1	i	i	i	i	i	nt	i	-7	i	-23	i
Cc1cc(=O)n2c(n1)OC(CO)C2 (stereo not given)	i	i	i	i	i	-6	i	-3	i	-2	i
CCn1c(=O)cc(SCC(=O)NCCCN2CCN(c3ccccc3F)CC2)c2ccccc21	i	i	i	i	i	-4	i	1	i	-10	i
CN(c1ncc(C(F)(F)F)cc1Cl)N1C(=O)c2cccc([N+](=O)[O-])c2C1=O	i	i	i	i	i	0	i	2	i	-14	i
Cc1cc(C)cc(NC(=O)CSc2n[nH]c(-c3cccnc3)n2)c1	i	i	i	i	i	5	i	8	i	-4	i
Cn1cnc([N+](=O)[O-])c1SCC(O)CCl (stereo not given)	i	i	i	i	i	-2	i	6	i	-21	i
Cc1nc(C)c(C(=O)NCc2ccc(Cl)cc2)o1	i	i	i	i	i	1	i	2	i	-10	i
CC1Cc2ccccc2N1C(=O)c1ccc(Br)o1 (stereo not given)	i	i	i	i	i	-4	i	2	i	-9	i
CC(=O)c1ccc(NC(=O)c2cc3nc4c(c(C(F)(F)F)n3n2)CCCC4)cc1	nt	nt	i	i	i	nt	i	nt	i	-9	nt
COCC(=O)Nc1c(C(=O)Nc2cccc(OC)c2)oc2ccccc12	i	i	i	i	i	9	i	2	i	-13	i
Cc1ccc(C(=O)NCc2ccc(N3CCN(C)CC3)cc2)cc1C	i	i	i	i	i	1	i	-5	i	-6	i
O=C(c1ccc(F)cc1)C(CCCCCC(CN1CCOCC1)C(=O)c1ccc(F)cc1)CN1CCOCC1 (stereo not given)	nt	nt	i	i	i	nt	i	3	i	-8	i
COc1ccc(CCn2c(-n3nc(C)cc3C)nc3c2c(=O)[nH]c(=O)n3C)cc1	i	i	i	i	i	-3	i	1	i	-10	i
Cc1csc(NC(=O)CSc2nccn2Cc2ccco2)n1	i	i	i	i	i	2	i	-6	i	-11	i
CCOc1ccc(-n2c(C)nc3cc(C(=O)NCCCN4CCOCC4)ccc32)cc1	i	i	i	i	i	20	i	-2	i	-7	i
CC(C)(C)OC(=O)NCCCCCc1nnc(SCC(N)=O)o1	i	i	i	i	i	-10	i	3	i	4.6*	i
Cc1cc(O)cc(=O)n1Cc1ccco1	i	i	i	i	i	-2	i	4	i	3	i
COc1ccc(C(=O)NCc2csc(-c3cccs3)n2)cc1	i	i	i	i	i	4	i	-4	i	-8	i
COc1ccc(Cn2nnnc2C(c2ccc(N(C)C)cc2)N2CCC(C(N)=O)CC2)cc1 (stereo not given)	i	i	i	i	i	-3	i	-1	i	-5	i
COc1ccc(NS(=O)(=O)c2ccc(C)c(C(=O)NC3CCN(Cc4ccccc4)CC3)c2)cc1	i	i	i	i	i	1	i	5	i	-20	i
NC(=S)Nc1ccc2cn[nH]c2c1	i	i	i	i	i	38	i	-12	i	-1	i
O=[N+]([O-])c1ccc(Sc2cc[n+]([O-])c3ccccc23)c([N+](=O)[O-])c1	i	i	i	i	i	-1	i	1	i	-9	i
O=C(CN1CCN(c2ccccc2)CC1)Nc1ccccc1Sc1ccccc1	i	i	i	i	i	4	i	-3	i	-23	i
COc1ccc(/C=N/NC(=O)Cc2cccs2)cc1	i	i	i	i	i	-2	i	-4	i	-9	i
CCOC(=O)C(=CNc1ccc(C(F)(F)F)cc1)C(=O)OCC	i	i	i	i	i	12	i	15	i	-7	i
Cc1ccc(C)c(OCc2cc(C(=O)N3CCN(C(=O)c4ccco4)CC3)no2)c1	i	i	i	i	i	-6	i	-13	i	-11	i
Cc1n[nH]c(=O)nc1NCc1ccccc1	i	i	i	i	i	-3	i	7	i	-7	i
CCCNC(=O)OC[C@H]1O[C@H](CCO/N=C(\C)CCN2CCc3nc(-c4ccccc4)c(-c4ccccc4)cc3C2)C=C[C@@H]1Oc1ccc(OC)cc1	nt	nt	i	i	i	nt	i	-3	i	-12	i
CCN1CCN(c2nc(Nc3ccc(NC(C)=O)cc3)nc(Nc3ccc(NC(C)=O)cc3)n2)CC1	i	i	i	i	i	-1	i	-3	i	-8	i
CCC(C)(C)NC(=O)C(c1ccc(C)cc1)N(Cc1cccs1)C(=O)c1ccc2c(c1)OCCO2 (stereo not given)	i	i	i	i	i	3	i	11	i	-10	i

A draw from above in order of formula weight, high to low.
SMILES	TMEM16A act	KCNK3 block	KCNQ1 act	TRPC4 agonist	KCNK9 inh	Dyrk1A ADPGlo	KCNQ1 block	HDAC3 inh	TRPC4 PAM	hERG protect	ANO1 block
COc1ccc(Cn2nnnc2C(c2ccc(N(C)C)cc2)N2CCC(C(N)=O)CC2)cc1 (stereo not given)	i	i	i	i	i	-3	i	-1	i	-5	i
Cc1cc(O)cc(=O)n1Cc1ccco1	i	i	i	i	i	-2	i	4	i	3	i
NC(=S)Nc1ccc2cn[nH]c2c1	i	i	i	i	i	38	i	-12	i	-1	i

Other results follow.
SMILES	TMEM16A act	KCNK3 block	KCNQ1 act	TRPC4 agonist	KCNK9 inh	Dyrk1A ADPGlo	KCNQ1 block	HDAC3 inh	TRPC4 PAM	hERG protect	ANO1 block
CCCC(=O)Nc1cc(-c2nn(C)c(=O)c3ccccc23)ccc1OC	i	i	i	i	i	-2	i	-5	i	-3	i
O=S(=O)(c1ccc(Cl)c(C(F)(F)F)c1)N1CCN(CC(O)COc2ccccc2F)CC1 (stereo not given)	i	i	i	i	i	-2	i	?	i	-10	i
O=C(NCCN1CCOCC1)/C(=C\c1ccccc1F)NC(=O)c1ccccc1	i	i	i	i	i	3	i	9	i	-6	i
CC(=O)N1c2ccc(S(=O)(=O)NCCC(=O)Nc3ncccc3C)cc2CC1C (stereo not given)	i	i	i	i	i	-3	i	0	i	-13	i
COCCn1nnnc1CN1CCN(C(=O)c2ccco2)CC1	i	i	i	i	i	-4	i	-3	i	-1	i
COc1ccccc1CNC(=O)c1cc(=O)c2ccccc2o1	i	i	i	i	i	7	i	-2	i	-16	i
C[C@]12CCC(=O)CC1CCC1C2CC[C@@]2(C)C1CC[C@@]21CCO1 (stereo not given in full)	i	i	i	i	i	0	i	1	i	-8	i
Cc1cc(C)c(C(=O)NCCCN2CCOCC2)c(C)c1	i	i	i	i	i	-7	i	2	i	-4	i
CCN1C(=NCCc2cccnc2)N[C@@H](c2ccccc2)[C@H](C(=O)OC)[C@H]1C	i	i	i	i	i	-12	i	-7	i	-4	i
COc1cc2ccccc2cc1C(=O)N(CCN(C)C)c1nc2c(C)cccc2s1	i	i	i	i	i	6	i	12	i	-6	i
COc1ccccc1NC(=O)CSc1sc2c(O)cc(=O)[nH]c2c1C#N	i	i	i	i	i	-3	i	7	i	-3	i
Cc1ccc(C)c(/C(O)=C2/C(=O)C(=O)N(CCN3CCOCC3)C2c2ccc(C)o2)c1 (stereo not given)	i	i	i	i	i	-5	i	1	i	-7	i
CCC1CC(C)(C(=O)Nc2ccc(S(N)(=O)=O)cc2)OC1=O (stereo not given)	i	i	i	i	i	2	i	4	i	-10	i
CC(C)Oc1ccc(S(=O)(=O)N2CCOCC2)cc1NC(=O)c1cc([N+](=O)[O-])ccc1N1CCOCC1	i	i	i	i	i	-3	i	3	i	-17	i
COc1cc(/C=N/Nc2ncc(C(F)(F)F)cc2Cl)cc(OC)c1OC	i	i	i	i	i	5	i	5	i	-4	i
COC(=O)C1CCN(C(=O)C23CCC(C)(C(=O)O2)C3(C)C)CC1 (stereo not given)	i	i	i	i	i	5	i	0	i	-5	i
CCOC(=O)C1CCCN(S(=O)(=O)c2c(C)c(C)cc(C)c2C)C1 (stereo not given)	i	i	i	i	i	0	i	4	i	-7	i
COc1ccc(OC)c(NC(=O)c2nc3ccccc3s2)c1	i	i	i	i	i	nt	i	-3	i	2	i
COc1ccccc1NC(=O)Cc1csc(N)n1	i	i	i	i	i	20	i	3	i	-11	i
CCOc1ccc(N(CC(=O)N/N=C/c2cccnc2)S(C)(=O)=O)cc1	i	i	i	i	i	1	i	-1	i	-5	i
COc1ccccc1NS(=O)(=O)c1cccc(C(=O)OCC(=O)NC2CC2)c1	i	i	i	i	i	0	i	-3	i	-11	i
O=[N+]([O-])c1ccccc1CS(=O)(=O)c1ccccc1	i	i	i	i	i	0	i	0	i	-2	i
CN(C(=O)COC(=O)c1cccc(S(=O)(=O)N2CCOCC2)c1)C1CCS(=O)(=O)C1 (stereo not given)	i	i	i	i	i	3	i	-1	i	-10	i
COc1ccc(N(CC(=O)Nc2c(C)n(C)n(-c3ccccc3)c2=O)S(=O)(=O)c2ccc(C)cc2)cc1	i	i	i	i	i	1	i	1	i	-2	i
Cc1cccc(CSc2ccc3nnc(-c4cccnc4)n3n2)c1	i	i	i	i	i	3	i	2	i	-9	i
CCOC(=O)c1cccc(NC(=O)CCNS(=O)(=O)c2cccc3nonc23)c1	i	i	i	i	i	-3	i	2	i	-6	i
Cc1ccc(-c2ccc(=O)n(CC(=O)NCCCN3CCCCC3C)n2)cc1 (stereo not given)	i	i	i	i	i	-8	i	-3	i	-12	i
Cc1cccc(Cc2nnc(CCC(=O)NCc3cn4ccccc4n3)o2)c1	i	i	i	i	i	-4	i	-14	i	-7	i
CCOc1ccccc1C(=O)N1CCCCC1C (stereo not given)	i	i	i	i	i	2	i	0	i	-12	i
CCN(c1ccc(OC)cc1)S(=O)(=O)c1ccc2c(c1)CCN2C(=O)CCC(=O)O	i	i	i	i	i	2	i	0	i	-8	i
CCOC(=O)C(C(=O)OCC)C(C(=O)OCC)N1CCOCC1 (stereo not given)	i	i	10*	i	i	-2	i	0	i	-5	i
CC(=O)Nc1ccc(S(=O)(=O)N/N=C/c2ccc(C)o2)cc1	i	i	i	i	i	6	i	0	i	-10	i

Source: PubChem (several laboratories)
